Assay outcomes (PubChem BioAssay)
Pol beta inh: inhibitors of human DNA polymerase beta. P06746. Pol beta primer extension/strand displacement, fluorescence kinetic. Potency, µM (top dose mostly 114 µM), inactives show at the highest dose activity change, negative = inhibition, most hits filed as inhibitors. actives 1.3% (n = 340,000); note: potency is the fitted concentration of half-maximal effect; % is set by controls: 0 for no effect and ±100 for the full control effect
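Preincubation: enzyme (10 nM) with compound, 15 min, RT. Reaction: substrate added to 50 nM final. Reads: 0 and 10 min. Analysis: normalized, Hill fit.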
POLH inh: inhibitors of human DNA polymerase eta; Q9Y253; recombinant Pol eta, fluorescent DNA replication assay; Potency, µM (series often up to 114 µM), for inactives: at the highest dose activity change, negative = inhibition, hits mostly inhibitors; actives 1.2% (n = 390,000); AID 588591; note: potency is the fitted concentration of half-maximal effect; % is set by controls: 0 for no effect and ±100 for the full control effect
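Pol eta (10 nM) was preincubated with compounds for 15 min at room temperature, after which fluorescent replication substrate (50 nM final) was added to start the reaction. Fluorescence was read kinetically at 0 and 10 min.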
Pol kappa inh: DNA polymerase kappa (human) inhibition | Potency, µM (series often up to 107 µM), for inactives: at the highest dose activity, negative = inhibition, actives largely listed as inhibitors | actives 0.53% (n = 400,000) | purified Pol kappa, fluorescent DNA synthesis assay, 10 min | AID 588579 | Q9UBT6; note: potency is the fitted concentration of half-maximal effect; % is set by controls: 0 for no effect and ±100 for the full control effect
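10 nM Pol kappa preincubated 15 min at room temperature with compounds, then reaction started with substrate at 50 nM final. Fluorescence read kinetically at 0 and 10 min; buffer-only wells served as negative control.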
Anesthetic bind: candidate novel general anesthetic via apoferritin binding | P02791 | apoferritin/1-aminoanthracene competitive binding, fluorescence | Potency, µM (series often up to 77.5 µM), for the others: top-dose activity change, negative = displacement, most hits filed as inhibitors | actives 0.074% (n = 350,000) | AID 485281; note: potency is the fitted concentration of half-maximal effect; % is set by controls: 0 for no effect and ±100 for the full control effect; nearly all actives have a fitted effect of over 20% in size
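10 uM apoferritin + 50% sat. 1-AMA, PBS; cpd 10 min RT; Ex380/Em535 endpoint; normalized to free probe vs complex; 4-param Hill fit; propofol titration as pos. ctrl.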
ERG Ets-DNA blk: inhibitors of human ERG Ets domain-DNA interaction; P11308; fluorescence polarization, His-ERG Ets domain / labelled DNA; Potency, µM (series often up to 76.9 µM), for the others: at the top dose FP activity, negative = inhibition, most hits filed as inhibitors; actives 0.028% (n = 370,000); AID 624246; active = well fitted inhibition curve with a large enough effect in the polarisation, with a control signal flat; inconclusive = small, poorly fitted or top-dose-only effect, or effect the other way, or a change in a side signal; inactive = no such curve, though single readings can be large or run the other way; the % refers to the polarisation;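 note: polarization taken with two DNA probes labelled with fluorescein and Texas red; potency is the fitted concentration of half-maximal effect; % of control where 0% means no effect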
Target sequence (P11308 whole entry, looked up, the tested form may be a part): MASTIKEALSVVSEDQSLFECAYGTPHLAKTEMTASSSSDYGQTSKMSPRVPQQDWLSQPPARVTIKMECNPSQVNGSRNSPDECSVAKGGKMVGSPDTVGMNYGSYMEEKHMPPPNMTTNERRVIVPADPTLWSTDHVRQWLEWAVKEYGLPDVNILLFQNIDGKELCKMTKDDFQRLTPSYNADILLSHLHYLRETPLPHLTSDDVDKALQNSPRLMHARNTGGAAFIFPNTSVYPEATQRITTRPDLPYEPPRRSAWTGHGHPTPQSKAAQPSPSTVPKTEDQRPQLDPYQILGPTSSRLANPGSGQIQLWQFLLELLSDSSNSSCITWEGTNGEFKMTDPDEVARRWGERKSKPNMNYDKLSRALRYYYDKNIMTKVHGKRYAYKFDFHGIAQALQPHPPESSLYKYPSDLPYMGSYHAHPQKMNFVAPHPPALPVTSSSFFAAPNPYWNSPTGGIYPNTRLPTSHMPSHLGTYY
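His-tagged ERG Ets domain (1 uM in the protein solution; 300mM KCl, 50mM Tris-HCl, 1mM EDTA, 1mM DTT, pH 7.5) received compound, then a probe mix of 5 nM fluorescein-DNA and 100nM Texas-615-DNA. Fluorescence polarization was read for both dyes.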
ALOX12 inh: ALOX12 (human) lipoxygenase inhibition; P18054; purified 12hLO, xylenol orange hydroperoxide absorbance; Potency, µM (top dose mostly 108 µM), for inactives: at the top dose activity change, negative = inhibition, hits mostly inhibitors; actives 1.1% (n = 580,000); note: potency is the fitted concentration of half-maximal effect; % is set by controls: 0 for no effect and ±100 for the full control effect
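Purified human 12hLO at 150 nM in 25 mM Hepes, 0.01% Triton X-100, pH 7.0, preincubated 15 min at room temperature with compound. Reaction started with 40 uM arachidonic acid, 30 min at room temperature. Hydroperoxide measured by Fe-xylenol orange, 573/405 nm absorbance ratio.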
LDHA block: LDHA (human) enzyme inhibition | purified LDHA, NADH/diaphorase-resazurin fluorescence; hits give low values | activity change, % (values are at about 110 or 230 µM) | actives 0.15% (n = 480,000) | AID 1347041; in the data active = activity change below about -30%; inconclusive = mostly about -25% to -30%;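 note: plate controls were DMSO wells for no effect and wells without enzyme for full effect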
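Human LDH5 (2 nM) was incubated with 0.06 mM NADH and 0.2 mM pyruvate for 5 min at room temperature in Tris pH 7.4. Remaining NADH was coupled through diaphorase/resazurin, and resorufin fluorescence was read at 0 and 20 min.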
APE1 inh: inhibitors of human APE1 endonuclease; P27695; recombinant APE1, TAMRA/BHQ-2 abasic DNA cleavage fluorescence; Potency, µM (titrated, usually from 65.8 µM), for the others: top-dose activity change, negative = inhibition, actives largely listed as inhibitors; actives 0.35% (n = 350,000);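 note: potency is the fitted concentration of half-maximal effect; plate controls were vehicle for no effect and reference inhibitor for full effect; nearly all actives have a fitted effect of over 55% in size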
Target sequence (P27695 whole entry, looked up): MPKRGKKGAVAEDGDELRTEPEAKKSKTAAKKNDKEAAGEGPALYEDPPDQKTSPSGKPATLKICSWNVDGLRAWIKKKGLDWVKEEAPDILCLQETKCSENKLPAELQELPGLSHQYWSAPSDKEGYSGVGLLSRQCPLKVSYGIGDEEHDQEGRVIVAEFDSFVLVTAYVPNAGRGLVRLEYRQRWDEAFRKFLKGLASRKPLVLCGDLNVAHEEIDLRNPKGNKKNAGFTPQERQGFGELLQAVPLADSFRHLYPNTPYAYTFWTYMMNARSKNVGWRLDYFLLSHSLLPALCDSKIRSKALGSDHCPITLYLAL
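0.75 nM APE1 + cpd, 15 min RT; start w/ 50 nM TAMRA/BHQ-2 THF-abasic dsDNA; kinetic fluor 525/598 nm ×3 reads @60 s; Δ(read3−read1); normalized to DMSO and NSC13755 control wells.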
RGS4 inh: blocks human RGS4-accelerated GTP hydrolysis | P49798 | Transcreener GDP fluorescence polarization, RGS4-accelerated GTP hydrolysis | Potency, µM (highest dose often 114 µM), without a hit: at the top dose activity change, negative = inhibition, actives largely listed as inhibitors | actives 0.039% (n = 390,000) | AID 504845; note: potency is the fitted concentration of half-maximal effect; % is set by controls: 0 for no effect and ±100 for the full control effect; nearly all actives have a fitted effect of over 75% in size; some results filed as inactive show a strong effect at the top dose
Target sequence (P49798 whole entry, looked up): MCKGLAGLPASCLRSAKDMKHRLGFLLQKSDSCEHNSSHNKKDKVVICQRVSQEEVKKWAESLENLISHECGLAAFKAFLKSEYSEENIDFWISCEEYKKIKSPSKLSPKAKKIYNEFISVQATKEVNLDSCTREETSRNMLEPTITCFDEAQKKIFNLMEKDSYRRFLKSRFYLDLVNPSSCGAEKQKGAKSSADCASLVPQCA
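MLSMR compounds (23 nl, pin-transferred) preincubated 10 min at room temperature with a 500nM (2x) first reagent, then RGS4 at 900nM (2x) plus Transcreener GDP mix added; fluorescence polarization (620/688 nm) read before and after 90 min at 30 °C.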
An asterisk follows results filed as active; & = joins results of further samples; [ ] = another dose, or the depositor's remark. Unless noted, calls come from the whole dose curve; as a rule, active = well fitted curve in the direction sought with a large enough effect; inconclusive = small, poorly fitted or top-dose-only effect, or another doubt; inactive = no such curve, though single readings can be large; an effect the other way counts as inactive or inconclusive. Not all compounds are listed. The share of hits here may be higher or lower than overall.

Results for COc1ccc(CCNC(=O)C2CCN(Cc3nc(-c4ccc(Cl)cc4)oc3C)CC2)cc1OC ?
POLH inh: -13%; Pol kappa inh: 4%; ERG Ets-DNA blk: -4%; ALOX12 inh: 7%; LDHA block: 2; RGS4 inh: -5%

Results for CCCN1C(=O)C(O)(CC(=O)c2ccc(OC)c(OC)c2)c2ccccc21 (centres undefined) ?
Pol beta inh: inconclusive; POLH inh: -9%; Pol kappa inh: 6%; Anesthetic bind: 20%; ERG Ets-DNA blk: 10%; ALOX12 inh: -2%; LDHA block: -7; RGS4 inh: -3%

Results for CC(Nc1cc(C)cc(C)c1)=[N+](C)CCNS(=O)(=O)c1ccc(Cl)cc1 ?
Pol beta inh: 75%; POLH inh: -7%; Pol kappa inh: -16%; Anesthetic bind: -8%; ERG Ets-DNA blk: -1%; ALOX12 inh: inconclusive; LDHA block: -3; APE1 inh: 4%; RGS4 inh: 1%

How did Cc1nn(C(=O)CCC(=O)NCCc2ccccc2)c2ccccc12 do in these assays?
Pol beta inh: 0%; POLH inh: -16%; Pol kappa inh: 7%; Anesthetic bind: -8%; ERG Ets-DNA blk: -1%; ALOX12 inh: 2%; LDHA block: -1; APE1 inh: 10%; RGS4 inh: -17%[56.9 µM]

Results for CCOC(=O)COc1c(Br)cc(/C=C2\SC(=O)N(CC(=O)N3CCCC3)C2=O)cc1OC ?
Pol beta inh: -1%; POLH inh: -11%; Pol kappa inh: -5%; Anesthetic bind: -14%; ERG Ets-DNA blk: 0%; ALOX12 inh: 14%; LDHA block: 0; APE1 inh: 4%; RGS4 inh: -22%[11.4 µM]

How did N#CC1=C2SCN(Cc3ccco3)CN2C(=O)CC1c1cccc2ccccc12 (centres undefined) do in these assays?
Pol beta inh: 45µM*; POLH inh: -15%; Pol kappa inh: -25%; Anesthetic bind: -20%; ERG Ets-DNA blk: -1%; ALOX12 inh: inconclusive; LDHA block: 7; APE1 inh: 13%; RGS4 inh: inconclusive

What do the screens show for `COc1ccc(Cl)cc1NC(=S)NCCc1ccc(S(N)(=O)=O)cc1`?
Pol beta inh: 0%; POLH inh: -22%; Pol kappa inh: 0%; Anesthetic bind: -7%; ERG Ets-DNA blk: 3%; ALOX12 inh: -23%; LDHA block: -2; APE1 inh: -4%; RGS4 inh: -38%

Results for O=C(C1=C[C@H](c2ccc3c(c2)OCO3)C[C@H](OCc2ccc(CO)cc2)O1)N1CCN(Cc2ccc3c(c2)OCO3)CC1 ?
Pol beta inh: 0%; POLH inh: -16%; Pol kappa inh: -2%; Anesthetic bind: 57%[activator]; ERG Ets-DNA blk: -18%; ALOX12 inh: 5%; LDHA block: 1; APE1 inh: -3%; RGS4 inh: -6%

What do the screens show for `CC(C(=O)O)c1ccc2c(c1)[nH]c1ccc(Cl)cc12` (centres undefined)?
Pol beta inh: -9%; POLH inh: -15%; Pol kappa inh: -11%; Anesthetic bind: -6%&-5%; ERG Ets-DNA blk: 25%; ALOX12 inh: -3%; LDHA block: -8; APE1 inh: 10%&2%; RGS4 inh: 0%

Results for Cc1ccc(C)c(N2CCN(C(=O)CCS(=O)(=O)c3cccc4nonc34)CC2)c1 ?
Pol beta inh: 0%; POLH inh: 1%; Pol kappa inh: -11%; Anesthetic bind: -17%; ERG Ets-DNA blk: -2%; ALOX12 inh: 0%; LDHA block: -2; APE1 inh: -4%; RGS4 inh: 45%

Results for COc1ccc(NC(=S)NC23CN4CN(CN(C4)C2)C3)cc1 ?
Pol beta inh: 3%; POLH inh: -13%; Pol kappa inh: -3%; Anesthetic bind: -2%; ERG Ets-DNA blk: 1%; ALOX12 inh: -4%; LDHA block: -2; APE1 inh: 7%; RGS4 inh: -10%

What do the screens show for `Cc1ccc(S(=O)(=O)N(C)c2cc(S(=O)(=O)N3CCOCC3)c(C)cc2C)cc1`?
Pol beta inh: 23%; POLH inh: -22%; Pol kappa inh: 9%; Anesthetic bind: 6%; ERG Ets-DNA blk: -1%; ALOX12 inh: -7%; LDHA block: -4; APE1 inh: 13%; RGS4 inh: -19%

Results for O=C1CCC[C@H]2c3[nH]c4ccccc4c3CCN12 ?
POLH inh: -9%; Pol kappa inh: 1%; ERG Ets-DNA blk: -18%; ALOX12 inh: 13%; LDHA block: -6; RGS4 inh: 18%

Results for O=C(NNS(=O)(=O)c1ccccc1)c1ccccc1-n1cccc1 ?
Pol beta inh: 49%; POLH inh: -7%; Pol kappa inh: -17%; Anesthetic bind: -11%; ERG Ets-DNA blk: -7%; ALOX12 inh: inconclusive; LDHA block: -2; APE1 inh: 4%; RGS4 inh: 14%

Results for O=C(OCCCc1cc2ccccc2c(=O)o1)c1ccccc1C(F)(F)F ?
POLH inh: -20%; Pol kappa inh: -7%; ERG Ets-DNA blk: 4%; ALOX12 inh: -30%; LDHA block: -4; APE1 inh: -7%; RGS4 inh: 11%

What do the screens show for `CCC(C)N(C(=O)CSc1nnnn1-c1ccccc1OC)C1CCS(=O)(=O)C1` (centres undefined)?
POLH inh: -8%; Pol kappa inh: -22%; ERG Ets-DNA blk: -4%; ALOX12 inh: 16%; LDHA block: -15; APE1 inh: 3%; RGS4 inh: 9%

What do the screens show for `CS(=O)(=O)N1CCC(C(=O)N2CCN(Cc3ccccc3)CC2)CC1`?
Pol beta inh: 9%; POLH inh: -8%; Pol kappa inh: -9%; Anesthetic bind: -2%; ERG Ets-DNA blk: -4%; ALOX12 inh: 0%; LDHA block: -6; APE1 inh: 0%; RGS4 inh: 26%

What do the screens show for `COc1ccc(C2C(C(=O)NCC3CCCO3)c3cc(OC)c(OC)cc3C(=O)N2C)cc1OC` (centres undefined)?
Pol beta inh: inconclusive; POLH inh: -6%; Pol kappa inh: 4%; Anesthetic bind: 0%; ERG Ets-DNA blk: 5%; ALOX12 inh: 0%; LDHA block: -4; APE1 inh: 2%; RGS4 inh: -5%

What do the screens show for `NS(=O)(=O)c1ccc(CCNc2ncnc3c2cnn3-c2cccc(Cl)c2)cc1`?
Pol beta inh: -1%; POLH inh: -16%; Pol kappa inh: -5%[60.1 µM]; Anesthetic bind: 8%; ERG Ets-DNA blk: 1%; ALOX12 inh: inconclusive; LDHA block: 0; RGS4 inh: 5%

What do the screens show for `CC(C)c1nc(C#N)c(NN)o1`?
Pol beta inh: -8%; POLH inh: -14%; Pol kappa inh: -25%; Anesthetic bind: -11%; ERG Ets-DNA blk: -19%; ALOX12 inh: 0%; LDHA block: -2; APE1 inh: -1%; RGS4 inh: 8%

Results for Cn1c(=O)n(C)c2cc(NS(=O)(=O)c3cccs3)ccc21 ?
Pol beta inh: 15%; POLH inh: -16%; Pol kappa inh: -14%; Anesthetic bind: -4%; ERG Ets-DNA blk: -4%; ALOX12 inh: 3%; LDHA block: 2; APE1 inh: -4%; RGS4 inh: -15%

What do the screens show for `COC(=O)[C@@]1(Cc2ccc(F)cc2)[C@H]2c3cc(C(=O)N4CCCC4)n(Cc4cc(C)n(C)n4)c3C[C@H]2CN1C(=O)c1ccccc1`?
Anesthetic bind: -2%; ALOX12 inh: -46%; LDHA block: 4; APE1 inh: -5%

Results for O=C(CSc1ccc(-c2ccccc2)nn1)c1ccccc1 ?
Pol beta inh: 14%; POLH inh: -2%; Pol kappa inh: -4%; Anesthetic bind: -15%; ERG Ets-DNA blk: 5%; ALOX12 inh: 4%; LDHA block: -7; APE1 inh: -3%; RGS4 inh: 9%

Results for CCc1ccccc1NC(=O)c1ccoc1C ?
Pol beta inh: 4%; POLH inh: -10%; Pol kappa inh: -18%; Anesthetic bind: 5%; ERG Ets-DNA blk: -1%; ALOX12 inh: -46%; LDHA block: -13; APE1 inh: -1%; RGS4 inh: -6%

What do the screens show for `COc1ccc(CNC(NC(=O)c2ccccc2)(C(F)(F)F)C(F)(F)F)cc1`?
Pol beta inh: -1%; POLH inh: -14%; Pol kappa inh: -10%; Anesthetic bind: -9%; ERG Ets-DNA blk: 13%; ALOX12 inh: 1%; LDHA block: -3; APE1 inh: 2%; RGS4 inh: -37%

Reprinted at random: three records from the list
What do the screens show for `COC(=O)[C@@]1(Cc2ccc(F)cc2)[C@H]2c3cc(C(=O)N4CCCC4)n(Cc4cc(C)n(C)n4)c3C[C@H]2CN1C(=O)c1ccccc1`?
Anesthetic bind: -2%; ALOX12 inh: -46%; LDHA block: 4; APE1 inh: -5%

What do the screens show for `NS(=O)(=O)c1ccc(CCNc2ncnc3c2cnn3-c2cccc(Cl)c2)cc1`?
Pol beta inh: -1%; POLH inh: -16%; Pol kappa inh: -5%[60.1 µM]; Anesthetic bind: 8%; ERG Ets-DNA blk: 1%; ALOX12 inh: inconclusive; LDHA block: 0; RGS4 inh: 5%

What do the screens show for `CC(C)c1nc(C#N)c(NN)o1`?
Pol beta inh: -8%; POLH inh: -14%; Pol kappa inh: -25%; Anesthetic bind: -11%; ERG Ets-DNA blk: -19%; ALOX12 inh: 0%; LDHA block: -2; APE1 inh: -1%; RGS4 inh: 8%
